NCI-60 one-dose screen, 48 h, at 10 µM unless noted. Numbers give growth in % (100 = growth as untreated, 0 = no growth, -100 = all killed).
SK-MEL-5 – SK-MEL-5 melanoma | actives 6.4% (n = 80,000) | AID 1794755
UACC-257 – UACC-257 melanoma; actives 4.4% (n = 78,000); AID 1794764
M14 – M14 melanoma; AID 1794745; actives 6.2% (n = 80,000)
A549/ATCC – A549/ATCC NSCLC; actives 3.7% (n = 81,000); AID 1794740
MDA-MB-435 – MDA-MB-435 melanoma; actives 7.8% (n = 82,000)
SK-MEL-2 – SK-MEL-2 melanoma; AID 1794763; actives 4.7% (n = 77,000)
SK-MEL-28 – SK-MEL-28 melanoma; actives 4.1% (n = 81,000)
UACC-62 – UACC-62 melanoma. actives 5.4% (n = 81,000). AID 1794756
Starred values were filed as active, the others as inactive; / = not tested or not shown; & = joins results of further samples; [ ] = remark or other dose. Rule for the calls: active = growth percent below 10; inactive = the rest. A portion of the library; rates above refer to the full screens.

1. CSP(=S)(SC)SC(C)C
2. CCN(CC)CCSC(=O)C(O)(c1ccccc1)c1ccccc1
3. CCCCOC(C(=O)OCCN(CC)CC)(c1ccccc1)c1ccccc1
4. NCC(O)c1ccc(O)cc1 (stereo unspecified)
5. N#CC(C#N)=Cc1ccc(F)cc1
6. CC1C(c2ccccc2)N1C (stereo unspecified)
7. O=C(NC(Cl)=C(Cl)Cl)P(=O)(c1ccccc1)c1ccccc1
8. O=[N+]([O-])/C=C/c1ccc(Cl)cc1

| assay / compound | 1 | 2 | 3 | 4 | 5 | 6 | 7 | 8 |
| --- | --- | --- | --- | --- | --- | --- | --- | --- |
| SK-MEL-5 | 98 | 102 | 88 | 111&101 | 100 | 99 | 99 | 102 |
| UACC-257 | / | 87 | / | 98&105 | 113 | 95 | 110 | 92 |
| M14 | 105 | 99 | 93 | 108&111 | 103 | 97 | 111 | 102 |
| A549/ATCC | / | 98 | 90 | 98&106 | 99 | 101 | 101 | 102 |
| MDA-MB-435 | 100 | 92 | 98 | 110&103 | 113 | 103 | 92 | 104 |
| SK-MEL-2 | 115 | 101 | 91 | 86&117 | 115 | 119 | / | 99 |
| SK-MEL-28 | 104 | 112 | 99 | 113&117 | 106 | 99 | 100 | 119 |
| UACC-62 | 100 | 87 | 102 | 101&106 | 101 | 101 | 102 | 106 |

9. CNC(=O)Oc1cc2c(cc1C(C)(C)C)CCC2
10. O=C(Nc1ccccc1)OCC(Cl)(Cl)Cl
11. ClCCN(CCCl)Cc1nc2cc3ccccc3cc2[nH]1
12. Nc1ccc(Sc2ccc(N)cc2)cc1
13. CNC1(c2ccccc2Cl)CCCCC1=O (stereo unspecified)
14. COP(=O)(SC)N(C)C (stereo unspecified)
15. Nc1nonc1-c1noc(-c2nonc2N)n1
16. O=C1C=C(Cl)C(=O)C=C1Cl

| assay / compound | 9 | 10 | 11 | 12 | 13 | 14 | 15 | 16 |
| --- | --- | --- | --- | --- | --- | --- | --- | --- |
| SK-MEL-5 | 106 | 103 | 91 | 102 | 112 | 99 | 94 | 100 |
| UACC-257 | 110 | 106 | 117 | 102 | 93 | 98 | 99 | 102 |
| M14 | 113 | 99 | 100 | 102 | 113 | 100 | 104 | 98 |
| A549/ATCC | 92 | 88 | 85 | 101 | 95 | 104 | 95 | 99 |
| MDA-MB-435 | 116 | 104 | 100 | 114 | 118 | 110 | / | 100 |
| SK-MEL-2 | 101 | 101 | 134 | 105 | 107 | 109 | 106 | 102 |
| SK-MEL-28 | 113 | 110 | 102 | 100 | 126 | 109 | 103 | 107 |
| UACC-62 | 96 | 104 | 72 | 99 | 101 | 103 | 98 | 96 |

17. COc1ccc(/C=C\c2cc(OC)c(OC)c(OC)c2)cc1NS(=O)(=O)c1ccc(Cl)cc1
18. CC1=C(CN(O)C(N)=O)C2=C(C)C3(CC3)[C@@](C)(O)C(=O)C2=C1
19. O=C(CCl)c1ccc([N+](=O)[O-])o1
20. COC(=O)[C@H]1[C@@H](O)[C@@]2(O)c3c(OC)cc(OC)cc3O[C@@]2(c2ccc(OC)cc2)[C@@H]1c1ccccc1
21. O=C1C=C2C=CC3CC2(O1)C1CCCCN1O3 (stereo unspecified)
22. C1CC2CCC1CNC2
23. O=C1C2CC(CN3CCCCC23)C2CCCCN12 (stereo unspecified)
24. CC(=O)O[C@H]1C(=O)[C@@]2(C)[C@H]([C@H](OC(=O)c3ccccc3)[C@]3(O)C[C@H](OC(=O)[C@H](OC(=O)OC[C@@H]4COC(C)(C)O4)[C@@H](NC(=O)c4ccccc4)c4ccccc4)C(C)=C1C3(C)C)[C@]1(OC(C)=O)CO[C@@H]1C[C@@H]2O

| assay / compound | 17 | 18 | 19 | 20 | 21 | 22 | 23 | 24 |
| --- | --- | --- | --- | --- | --- | --- | --- | --- |
| SK-MEL-5 | 52 | -62* | 63 | -56* | 99 | 104 | 107 | 22 |
| UACC-257 | 69 | -15* | -49* | / | 101 | 94 | 98 | 50 |
| M14 | 62 | -63* | -11* | -1.8* | 104 | 93 | 79 | -20* |
| A549/ATCC | 59 | -8.4* | 106 | -15* | 100 | 93 | 96 | 12 |
| MDA-MB-435 | 3.6* | -20* | -4.3* | -11* | 108 | 100 | 99 | -78* |
| SK-MEL-2 | 70 | -48* | -7.1* | -45* | 108 | 95 | 92 | 24 |
| SK-MEL-28 | 53 | -33* | -65* | -19* | 114 | 98 | 115 | 52 |
| UACC-62 | 45 | -20* | 33 | -15* | 98 | 104 | 102 | 24 |

25. NNC(=O)CC[C@H](N)C(=O)O
26. CNC(=O)Oc1cccc(N(C)C)c1
27. C#CC(C)(O)C(C)C (stereo unspecified)
28. COc1cccc2c1cc([N+](=O)[O-])c1c(C(=O)O)cc3c(c12)OCO3
29. CC1=C2C(=C[C@@](C)(COS(C)(=O)=O)[C@@H]2O)C(=O)[C@](C)(O)C12CC2
30. COc1ccc2oc(=O)cc(CN(CCCl)CCCl)c2c1
31. OC1(c2ccccc2F)c2ccccc2C2=NCCN21 (stereo unspecified)
32. CN1C(=O)[C@]23C[C@H]4C(C)(C)[C@@]5(C[C@@]41CN2CC[C@@]3(C)O)C(=O)Nc1c5ccc2c1OC=CC(C)(C)O2

| assay / compound | 25 | 26 | 27 | 28 | 29 | 30 | 31 | 32 |
| --- | --- | --- | --- | --- | --- | --- | --- | --- |
| SK-MEL-5 | 103[20 µM] | 99 | 103 | 104&102&79 | -18* | 90 | 95 | 103 |
| UACC-257 | 104[20 µM] | 94 | 104 | 111&98 | 0.4* | 86 | 111 | 95 |
| M14 | 103[20 µM] | 107 | 97 | 99&103&85 | -8.8* | 102 | 107 | 102 |
| A549/ATCC | 101[20 µM] | 93 | 101 | 116&100&77 | 11 | 93 | 114 | 96 |
| MDA-MB-435 | 102[20 µM] | 97 | 109 | 100&107&93 | / | 101 | 110 | 108 |
| SK-MEL-2 | 107[20 µM] | 83 | 112 | 104&108&94 | -39* | 109 | 95 | 124 |
| SK-MEL-28 | 107[20 µM] | 111 | 97 | 112&100 | -28* | 94 | 109 | 114 |
| UACC-62 | 101[20 µM] | 100 | 107 | 97&103&84 | -67* | 86 | 96 | 100 |

Reformatted with bars between the fields: entries from further up
item | Molecule | SK-MEL-5 | UACC-257 | M14 | A549/ATCC | MDA-MB-435 | SK-MEL-2 | SK-MEL-28 | UACC-62
28 | COc1cccc2c1cc([N+](=O)[O-])c1c(C(=O)O)cc3c(c12)OCO3 | 104&102&79 | 111&98 | 99&103&85 | 116&100&77 | 100&107&93 | 104&108&94 | 112&100 | 97&103&84
29 | CC1=C2C(=C[C@@](C)(COS(C)(=O)=O)[C@@H]2O)C(=O)[C@](C)(O)C12CC2 | -18* | 0.4* | -8.8* | 11 | / | -39* | -28* | -67*
30 | COc1ccc2oc(=O)cc(CN(CCCl)CCCl)c2c1 | 90 | 86 | 102 | 93 | 101 | 109 | 94 | 86

Single records, as listed above. Values in the order: SK-MEL-5, UACC-257, M14, A549/ATCC, MDA-MB-435, SK-MEL-2, SK-MEL-28, UACC-62
CNC(=O)Oc1cccc(N(C)C)c1 in the list: 99, 94, 107, 93, 97, 83, 111, 100
NNC(=O)CC[C@H](N)C(=O)O in the list: 103[20 µM], 104[20 µM], 103[20 µM], 101[20 µM], 102[20 µM], 107[20 µM], 107[20 µM], 101[20 µM]
C#CC(C)(O)C(C)C (stereo unspecified) in the list: 103, 104, 97, 101, 109, 112, 97, 107
CC1=C2C(=C[C@@](C)(COS(C)(=O)=O)[C@@H]2O)C(=O)[C@](C)(O)C12CC2 in the list: -18*, 0.4*, -8.8*, 11, /, -39*, -28*, -67*
CN1C(=O)[C@]23C[C@H]4C(C)(C)[C@@]5(C[C@@]41CN2CC[C@@]3(C)O)C(=O)Nc1c5ccc2c1OC=CC(C)(C)O2 in the list: 103, 95, 102, 96, 108, 124, 114, 100

(continued)
33. CCCCCCCCNC(c1ccccc1)C(O)c1ccccc1 (stereo unspecified)
34. O=C(NC([Se])=NC1CCCCC1)c1ccccc1
35. CC1=C(CCCOC(=O)[C@H](N)CC(C)C)C2=C(C)C3(CC3)[C@@](C)(O)C(=O)C2=C1
36. C[C@]12CC[C@H](S)CC1=CC[C@@H]1[C@@H]2CC[C@]2(C)C(=O)CC[C@@H]12

| assay / compound | 33 | 34 | 35 | 36 |
| --- | --- | --- | --- | --- |
| SK-MEL-5 | 98 | 18 | -68* | 88 |
| UACC-257 | 99 | 31 | 24 | 108 |
| M14 | 86 | 70 | -33* | 101 |
| A549/ATCC | 84 | 21 | 0.0* | 101 |
| MDA-MB-435 | 98 | 42 | 70 | 99 |
| SK-MEL-2 | 95 | -2.9* | -16* | 99 |
| SK-MEL-28 | 101 | 33 | 34 | 101 |
| UACC-62 | 101 | 9.1* | 11 | / |

Screening data deposited in PubChem by NCI.
